Bioassay records: PubChem BioAssay, several laboratories
Insulin prom up: MIN6 insulin promoter up-regulation; MIN6 insulin promoter-GFP reporter, high-content imaging; active compounds read high; z-score at 5 µM; actives 0.3% (n = 190,000); AID 1625;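 active = z-score above 3 at 5 µM with at least 500 cells counted in the well; inconclusive = wells under 500 cells, flagged as cytotoxic or low count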
Dynein transport: blocks dynein driven cargo transport along microtubules | actives 0.47% (n = 220,000) | AID 1381 | z-score, hits read low | 3617.4 mouse cells, GR-EGFP nuclear translocation imaging; test concentration mostly 20 µM; stimulated with dexamethasone, 1 µM; active compounds read low;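 active = plate z-score of nuclear minus cytoplasmic receptor signal below a set negative limit, without overly bright fluorescence or cell loss, cut at about -3.5 in these data, passing the limit was not always enough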;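 also: z-score of nuclear minus cytoplasmic ring GR-EGFP intensity difference per well; some compounds called inactive have numbers as strong as hits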
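Buffer or medium: tet-free, stripped-serum medium; reagent: dexamethasone at 1.0 µM final, 30 min; incubation: 48 h induction, 1 h compound, 30 min dex at 37 °C; measured by: formaldehyde fixation, Hoechst nuclear stain, 10x automated fluorescence imaging; read-out: nuclear-to-cytoplasmic GR-EGFP distribution per well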
bCat nuc transl: beta-catenin nuclear translocation modulation; actives 0.3% (n = 190,000); nuclear translocation activity, % at 5 µM; AID 1665; HeLa beta-catenin nuclear translocation, immunofluorescence imaging;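 active = nuclear translocation activity above 50% at 5 µM, with a well cell count of 50 or more; inconclusive = wells under 50 cells across six images, flagged as toxic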;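 also: per-cell ratio of nuclear to cytoplasmic median beta-catenin stain intensity; plate controls were DMSO negative control for no effect and GSK-3 inhibitor IX positive control for full effect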
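test system = HeLa cells, endogenous beta-catenin | dosing = single 5 µM dose plus 0.02–20 µM confirmation series | times = compound treatment 24 h, 37°C, 5% CO2 | technique = beta-catenin immunofluorescence imaging with DAPI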
Yfh1-off respiration: mitochondrial function rescue without frataxin homolog – Friedreich's ataxia, plus single-dose screen, dose response (AID 1465); S. cerevisiae Yfh1-off respiration, WST-1 reduction, 72 h; higher fold induction means a stronger effect; one-dose fold induction at 50 µM; EC50 in µM for titrated hits; actives 0.074% (n = 220,000);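 active = fold induction of absorbance versus untreated yeast above a set limit, then at least 30% activation at any dose in follow-up; inconclusive = repeats straddling the limit, or above it without dose testing; inactive = fold induction below the set limit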;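 also: activators that raise dye reduction in frataxin-depleted yeast; strong numbers were not always called active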
MT stabilize HCS: microtubule stabilization, imaging screen | HeLa tubulin immunostaining HCS, 24 h; share of cells brighter than vehicle mean+2SD | % tubulin-high responders, % at 10 µM | actives 0.83% (n = 200,000) | AID 2205;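 active = plate Z-score above 3 for both tubulin-high and condensed-nucleus cell shares, with cell loss under 80%, at 10 µM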;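 also: anti alpha tubulin signal scored within the nucleus-defined area of each cell; some results filed as inactive read as strong as hits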
HEK293 NOD2/NF-kB: NOD2 signaling inhibitors, cell-based, luminescence, uHTS, HEK293 (AID 1566). HEK293 NOD2/NF-kB luciferase reporter, luminescence; higher % means a stronger effect. one-dose inhibition, % at 4 µM; EC50 in µM for titrated hits. actives 0.63% (n = 290,000); in the data active = inhibition above about 50%; also: many of its hits are not listed in these tables
Autophagy mod: modulators of autophagy | MEF GFP-LC3 puncta imaging; test concentration mostly 10 µM | AID 463193 | calls only at 10 µM (by protocol) | actives 0.98% (n = 190,000);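 active = percentage of spot-positive cells more than 3 SD above its plate mean, without a fluorescence outlier flag or 80% toxicity; inconclusive = no clear call, values can overlap the other calls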;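 also: spot-positive cell cutoff set from DMSO-treated cells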
M17LAP inhibition: P. falciparum M17LAP inhibitors, primary screen, biochemical, fluorogenic H-Leu-NHMec substrate, 1536-well (AID 1619); recombinant M17LAP, H-Leu-NHMec fluorogenic kinetic assay; higher % means a stronger effect; inhibition, % at 30 µM, or IC50 in µM where a hit was titrated; actives 0.38% (n = 220,000);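 active = compound inhibiting the enzyme by more than half at any dose during confirmatory dose-response retesting; inconclusive = strong single-dose inhibitors picked by rank but not retested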;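 also: plate controls were full reaction with DMSO carrier for no effect and no enzyme background for full effect; strong numbers were not always called active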
NOD1 NF-kB reporter: NOD1 signaling inhibitors, primary screen, cell-based, luminescence, uHTS (AID 1578); NOD1-driven NF-kB luciferase reporter cells, luminescence; higher % means a stronger effect; inhibition, % at 4 µM; hits with a dose series show EC50 in µM; actives 1% (n = 290,000); in the data active = inhibition mostly above about 36%, no sharp cut-off; inactive = mostly below about 34%;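 also: HEK-293T reporter cells stimulated with the NOD1 agonist gamma-tri-DAP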
Dynein transport cytoplasmic EGFP: also measured in Dynein transport; calls as there; z-score; measured here: cytoplasmic GR-EGFP intensity; active compounds read high
Dynein transport nuclear GR-EGFP: recorded beside Dynein transport, whose call it bears; z-score; measured here: nuclear GR-EGFP intensity;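 lower value marks the stronger effect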
Dynein transport cell count: second read-out of Dynein transport, no call of its own (marks repeat the call); z-score; measured here: cell count per field
Insulin prom up cell count: further read-out of Insulin prom up, marked with its call; cell count; measured here: cytotoxicity, nuclei count;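 total cells summed across four imaged fields per well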
bCat nuc transl cell count 5 µM: further read-out of bCat nuc transl, marked with its call; cell count; measured here: cell count, cytotoxicity flag
MT stabilize HCS Hoechst-high %: further read-out of MT stabilize HCS, marked with its call; % Hoechst-high responders; measured here: nuclear condensation Hoechst responders;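 share of cells brighter than vehicle mean plus two SD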
MT stabilize HCS cytotoxicity %: second read-out of MT stabilize HCS, no call of its own (marks repeat the call); toxicity, %; measured here: cytotoxicity by cell density;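 0% = mean cell density of plate MIN control wells and 100% = no cells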
Autophagy mod cell loss 18 h: recorded beside Autophagy mod, whose call it bears; toxicity, %; measured here: cell loss, nuclei count;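 cell loss after 18 h compound exposure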
* = called active by the depositor; i = inactive; ? = inconclusive; nt = not tested or not shown.

Sequence of screens – Insulin prom up, Insulin prom up cell count, Dynein transport, Dynein transport cytoplasmic EGFP, Dynein transport nuclear GR-EGFP, Dynein transport cell count, bCat nuc transl, bCat nuc transl cell count 5 µM, Yfh1-off respiration, MT stabilize HCS, MT stabilize HCS Hoechst-high %, MT stabilize HCS cytotoxicity %, HEK293 NOD2/NF-kB, Autophagy mod, Autophagy mod cell loss 18 h, M17LAP inhibition, NOD1 NF-kB reporter
> O=C(COC(=O)c1cc([N+](=O)[O-])ccc1NCc1ccccc1)NC1CCCc2ccccc21 (stereo not given)
 : -0.8, 764, -0.76, -0.27, -0.12, 0.26, 1.5, 1193, i, 4.1, 1.4, 6.4, -9%, i, -4, -4%, -67%
> CCOC(=O)C(C)n1cnc2c(nnn2Cc2ccc(Cl)cc2)c1=O (stereo not given)
 : 0.34, 991, -0.34, -0.23, -0.017, 0.57, nt, nt, i, 1.7, 2.0, 8.2, 3%, i, -11, 1%, -10%
> O=[N+]([O-])c1ccc(-c2nc(C(Cl)Cl)c3ccccc3n2)cc1
 : ?, nt, -0.39, -0.27, -0.28, 0.62, -0.1, 1274, i, nt, nt, nt, 9%, nt, nt, 9%, -3%
> Cc1cccc(NC(=S)NCCc2ccc3c(c2)OCCO3)c1C
 : -0.15, 1201, -0.39, -0.17, -0.29, -1, -1.8, 1056, i, 1.7, 3.3, 3.9, 8%, i, -2, -7%, -38%
> Cc1ccc2nc(CSc3nnc4ccccn34)cc(=O)n2c1
 : -0.44, 1098, 1.6, -0.17, 0.71, 0.21, 0.6, 1071, i, 4.6, 2.8, 8.1, 2%, i, -3, 22%, -20%
> CC12CN3CC(C)(CN(C1)C3c1c[nH]c3ccccc13)C2=O (stereo not given)
 : -0.15, 1458, 0.18, -0.2, 0.67, -0.13, 0.0, 1535, i, 2.2, 2.9, 8.2, 7%, i, 10, nt, -16%
> Cc1cccc2cc(CN(Cc3cccnc3)C(=O)c3cccs3)c3nnnn3c12
 : -0.21, 1180, -0.79, -0.14, -0.54, 0.011, 0.6, 1567, i, 2.2, 1.8, 7.3, 7%, i, -16, -7%, -44%
> Cc1cc(N/N=C/c2ccncc2)nc2ccccc12
 : -1.3, 1275, 0.73, -0.27, 0.89, -0.86, -2.1, 953, i, 7.1, 2.4, 9.7, -45%, i, 15, 9%, -46%
> O=C(CN1CC(=O)Oc2ccccc21)OCC(=O)c1ccc(Br)cc1
 : nt, nt, -1.1, -0.23, -0.8, 0.55, nt, nt, i, 2.0, 1.5, 6.5, nt, i, -2, nt, nt
> CCCCn1c(SCC2CCCO2)nc2cc(S(N)(=O)=O)ccc21 (stereo not given)
 : nt, nt, -0.012, -0.22, -0.18, 0.16, nt, nt, i, 1.8, 2.7, 6.1, 11%, i, -1, -3%, -2%
> Cc1cc(S(=O)(=O)NCC(c2ccccc2)c2ccccc2)ccc1-n1cnnn1
 : 1.3, 825, 0.51, 0.14, 0.38, -1.2, -3.0, 1068, i, 1.4, 0.9, 6.0, -48%, i, 4, 2%, 21%
> Cc1cc(N2C(=O)CC(Cc3ccccc3)C2=O)no1 (stereo not given)
 : 0.73, 1226, -0.48, -0.21, -0.33, 0.46, -2.5, 893, i, 1.0, 1.5, 9.3, 11%, i, 0, -1%, -1%
> CCc1noc(C)c1C(=O)Nc1sc(C(=O)N(C)C)c(C)c1C(=O)OC
 : nt, nt, 0.36, -0.24, 0.81, -0.65, nt, nt, i, 1.7, 2.1, 8.6, 11%, i, -3, 14%, -19%
> COCCOC(=O)c1c(C)oc2cc(Br)c(OCC(N)=O)cc12
 : nt, nt, -0.89, -0.2, -0.6, 0.54, 0.7, 979, i, 4.8, 3.0, 7.2, 3%, i, -3, -1%, -37%
> O=S(=O)(Nc1ccc(N2CCCCC2)cc1)c1cccc2cccnc12
 : -0.32, 1877, 0.027, -0.27, -0.066, -0.38, 0.1, 1051, i, 1.9, 1.3, 3.8, -13%, i, 14, -1%, -25%
> COc1ccc2c(c1)C(=O)c1ccccc1CO2
 : nt, nt, -0.28, 0.17, 0.23, -1.3, -3.5, 1089, nt, 1.6, 1.2, 8.0, -2%, i, -12, 3%, -24%
> COc1ccc(-c2[nH]ncc2CNCC(C)(C)N2CCOCC2)cc1F
 : 0.43, 1550, -0.38, -0.29, -0.034, 0.49, -0.4, 1523, i, 1.8, 2.0, 3.8, 19%, i, 7, -1%, -21%
> CCOC(=O)C1(CCCc2ccccc2)CCN(CC(O)CO)CC1 (stereo not given)
 : -0.13, 1338, -0.82, -0.16, -0.51, 0.47, -2.7, 1118, i, 4.5, 2.4, 10, -5%, i, 4, 7%, -16%
> CCN(CC)CCNCc1ccc(-c2ccc(Cl)cc2)o1
 : -0.95, 1006, -0.42, -0.15, 0.23, -0.024, 0.0, 1172, i, 3.6, 2.6, 6.7, -12%, i, -11, -3%, -25%
> Cc1ccc(NC(=S)C2=C(O)c3ccccc3N(C)S2(=O)=O)cc1
 : 0.15, 1851, 1.5, -0.21, 0.39, -1, -0.9, 1150, i, 0.6, 2.5, 11, -40%, i, -1, 47%, -19%
> COc1ccc(C(=O)OCC(=O)NCC2CCCO2)cc1S(=O)(=O)N1CCCc2ccccc21 (stereo not given)
 : -0.38, 1599, 2, -0.21, 1.1, -1.1, -2.6, 1026, i, 4.0, 1.5, 2.9, 1%, i, -25, -8%, -19%
> CC1(C)CC(=O)C2=C(C1)OC(N)=C(C#N)C21C(=O)N(CN2CCOCC2)c2ccccc21 (stereo not given)
 : nt, nt, 0.96, -0.22, 0.48, 0.32, 0.1, 1095, i, 2.8, 1.5, 0.2, -6%, i, 3, 5%, -33%
> O=Cc1ccc(O)c(O)c1
 : nt, nt, -0.84, -0.24, 0.12, 0.36, nt, nt, i, 4.2, 2.5, 12, 21%, i, 16, 54%, -5%
> CCOc1ccc(N(CC(=O)Nc2ccc(OC)cc2)S(=O)(=O)c2c(C)[nH]c(=O)[nH]c2=O)cc1
 : -0.04, 1283, -0.44, 0.023, -0.47, 0.45, -0.4, 1167, i, 2.9, 2.0, 7.5, 0%, i, 3, 10%, -38%
> COCC1CCCCN1Cc1cn[nH]c1-c1ccc2cc(OC)ccc2c1 (stereo not given)
 : 0.04, 1357, -0.69, -0.19, -0.51, 0.34, 0.6, 1010, i, 2.4, 2.1, 5.9, -4%, i, -5, 0%, -28%
> CCCOc1ccc(CNC(=S)NCc2ccc(OC(C)C)cc2)cc1
 : -0.49, 1244, 0.093, -0.25, 0.056, 0.31, -2.2, 869, i, 3.7, 2.1, 4.7, 7%, i, 7, 8%, -13%
> C/C(=N/NC(=O)c1ccc2c(c1)OCO2)c1ccc(NC(=O)C(F)(F)F)cc1
 : -0.06, 1438, -0.058, -0.29, -0.21, 0.058, 0.0, 1073, i, 3.6, 2.5, 3.7, -66%, i, -3, -3%, -22%
> COc1cccc(-c2c3c([nH]c(=O)c2C#N)CCc2cc(OC)ccc2-3)c1
 : -0.58, 1297, 1.3, 0.8, 1.1, -0.4, 0.3, 1326, i, nt, nt, nt, 32%, nt, nt, 17%, 4%
> CC(O)[C@H]1CNC(=O)C(=O)N1CCC12CC3CC(CC(C3)C1)C2 (stereo not given in full)
 : 0.31, 982, -0.71, -0.81, -0.28, 0.55, -1.3, 1391, i, nt, nt, nt, -3%, nt, nt, -2%, -9%
> O=C(CCCCCn1c(=S)[nH]c2ccc(N3CCOCC3)cc2c1=O)NCc1ccccc1Cl
 : 1.4, 1648, -0.33, -0.079, -0.27, 0.5, -5.8, 1121, i, 2.8, 1.4, 7.5, -35%, i, -6, -5%, -56%
> CCCCNc1ncnc2c1cnn2-c1ccc(Cl)cc1
 : -0.09, 1270, -0.45, -0.2, 0.065, 0.48, 48, 311, i, 18*, 76*, 31*, -135%, i, 16, 0%, -49%
> COc1ccccc1NS(=O)(=O)c1cccc(C(=O)N/N=C/c2ccc(NC(C)=O)cc2)c1
 : 0.02, 1577, 0.38, -0.3, 0.83, -0.098, -3.5, 1062, i, 1.9, 3.7, 8.3, 6%, i, 9, 3%, -23%
> CCc1c(O)nc(N2CCN(Cc3ccccc3)CC2)[nH]c1=O
 : 0.37, 1086, -0.37, -0.35, 0.13, -0.32, -7.3, 1182, i, 3.5, 2.0, 12, 12%, i, 18, 5%, -10%
> Cc1c(Cl)cccc1-n1nnnc1-c1cccs1
 : -0.19, 950, 0.15, -0.16, 0.39, 0.1, 0.7, 1213, i, 2.8, 2.5, 3.3, 6%, i, -57, 2%, -15%
> Cc1ccc(C(=O)c2ccc(C)cc2)cc1
 : -0.28, 994, -0.094, -0.074, 0.25, 0.14, -1.0, 1069, i, 4.1, 3.8, 7.1, 7%, i, 10, -3%, -31%
> COC(=O)c1ccc(NC(=O)COc2ccc([N+](=O)[O-])cc2)cc1
 : 2.2, 837, 0.79, -0.22, 0.83, -0.17, 0.5, 1232, i, nt, nt, nt, -15%, nt, nt, 13%, 25%
> Cc1cnc(CN(C)Cc2nc(Cc3cccc(C(F)(F)F)c3)no2)[nH]1
 : -0.5, 1401, 0.92, 0.1, 1.3, -1.6, 4.1, 871, i, 1.7, 1.6, 1.4, 0%, i, -3, nt, -16%
> COc1ccc(NC(=O)C2(c3cccs3)CCOCC2)cc1
 : 0.91, 1312, 0.59, -0.16, -0.09, 0.32, -2.8, 1072, i, 3.3, 1.9, 9.5, 3%, i, -3, -4%, -40%
> CC(C)(CO)Nc1ccc([N+](=O)[O-])cc1[N+](=O)[O-]
 : -0.27, 1639, -0.22, -0.19, -0.37, 0.077, 2.6, 1208, ?, 2.7, 2.0, 9.2, 17%, i, 24, 30%, 14%

These rows are one share of the data; rates above refer to the full screens.
